Screening results as filed in PubChem BioAssay.
EPAC1 antagonist – blocks human EPAC1 exchange factor; O95398; EPAC1 GEF assay, Rap1b-BODIPY-GDP exchange fluorescence; Potency, µM (top dose mostly 115 µM), inactives show at the top dose activity change, negative = inhibition, actives largely listed as inhibitors; 0.14% of 360,000 active; AID 720709;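 note: plate controls were vehicle for no effect and positive control for full effect; nearly all actives have a fitted effect of over 50% in size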
aSyn yeast inh – alpha-synuclein toxicity inhibition in yeast; AID 652106; Potency, µM (highest dose often 46.1 µM), for inactives: at the top dose growth rescue (activation), most hits filed as activators; 0.14% of 370,000 active; Yeast expressing alpha-synuclein, growth rescue, BacTiter-Glo, 24 h; note: % of control where 0% means no effect; nearly all actives have a fitted effect of over 65% in size
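Rescue of yeast growth: cells expressing toxic alpha-synuclein, induced in galactose at OD600 0.02, incubated with compound 24 h at 30 C. ATP luminescence quantified growth; inhibitors of toxicity appear as activators.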
EPAC2 antag – blocks human EPAC2 exchange factor | Q8WZA2 | EPAC2 GEF exchange of Rap1B-BODIPY-GDP, fluorescence | Potency, µM (top dose mostly 114 µM), for inactives: at the top dose activity, negative = inhibition, actives largely listed as inhibitors | 0.18% of 360,000 active | AID 720708; note: % is set by controls: 0 for no effect and ±100 for the full control effect; nearly all actives have a fitted effect of over 45% in size; many of its hits are not listed in these tables
EPAC2 agonist – activates human EPAC2 exchange factor. AID 720711. EPAC2 activation, biochemical qHTS; response scale: 100% = 6.5 mM cAMP response. Potency, µM (highest dose often 154 µM), inactives show at the top dose activation, most hits filed as activators. Q8WZA2. 0.079% of 360,000 active; note: nearly all actives have a fitted effect of over 50% in size
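Readout is BODIPY fluorescence (480 nm excitation, 540 nm emission), which falls as labeled GDP is exchanged off Rap1B. EPAC2 at 100 nM acted on 250 nM RAP1B-BODIPY-GDP with 50 uM GDP present.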
FUS suppressor – suppressors of FUS proteinopathy in yeast; S. cerevisiae FUS-expressing, growth rescue, OD600, 24 h; AID 1347120; Potency, µM (series often up to 76.6 µM), without a hit: top-dose growth rescue (activation), actives largely listed as activators; 0.24% of 390,000 active;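 note: plate controls were DMSO vehicle for no effect and reference control for full effect; nearly all actives have a fitted effect of over 55% in size; some results filed as inactive show a strong effect at the top dose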
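Compound concentration series was pinned onto galactose-induced FUS-expressing yeast seeded at OD 0.005. Plates sat 24hr at 30C; absorbance at 600 nm gave growth. DMSO served as background control.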
EPAC1 agonist – agonists of human EPAC1; 0.073% of 360,000 active; EPAC1 agonist qHTS, biochemical assay; response scale: 100% = response to 6.5 mM cAMP; O95398; Potency, µM (titrated, usually from 154 µM), without a hit: at the highest dose activation, actives largely listed as activators; note: nearly all actives have a fitted effect of over 60% in size
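Nucleotide exchange assay: 100 nM EPAC1 with 250 nM Rap1B loaded with BODIPY-GDP and 50 uM GDP, room temperature. Fluorescence (480/540 nm) read every 5 min for 30 min; signal change normalized to 6.5 mM cAMP as full agonist.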
TDP43 rescue – inhibitors of TDP-43 toxicity in yeast | TDP-43 expressing yeast growth rescue, BacTiter-Glo, 24 h | Potency, µM (doses to about 46.1 µM), for the others: at the highest dose growth rescue (activation), hits mostly activators | 1.8% of 410,000 active | AID 652104; note: % of control where 0% means no effect; nearly all actives have a fitted effect of over 50% in size
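Galactose-induced TDP-43 yeast, OD600=0.02, compound pinned; 24 hr, 30 deg C; BacTiter-Glo luminescence for growth. Inhibitors of TDP-43 toxicity read as activators.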
PTHR1 ag – PTHR1 (human) receptor agonism; Potency, µM (top dose mostly 115 µM), without a hit: top-dose activation, actives largely listed as activators; 0.075% of 410,000 active; Q03431; HEK293 GP2 PTHR1 cells, GloSensor cAMP luminescence, 1 h; note: nearly all actives have a fitted effect of over 55% in size; some results filed as inactive show a strong effect at the top dose; inactives centre near -15; many of its hits are not listed in these tables
Target sequence (Q03431 whole entry, looked up): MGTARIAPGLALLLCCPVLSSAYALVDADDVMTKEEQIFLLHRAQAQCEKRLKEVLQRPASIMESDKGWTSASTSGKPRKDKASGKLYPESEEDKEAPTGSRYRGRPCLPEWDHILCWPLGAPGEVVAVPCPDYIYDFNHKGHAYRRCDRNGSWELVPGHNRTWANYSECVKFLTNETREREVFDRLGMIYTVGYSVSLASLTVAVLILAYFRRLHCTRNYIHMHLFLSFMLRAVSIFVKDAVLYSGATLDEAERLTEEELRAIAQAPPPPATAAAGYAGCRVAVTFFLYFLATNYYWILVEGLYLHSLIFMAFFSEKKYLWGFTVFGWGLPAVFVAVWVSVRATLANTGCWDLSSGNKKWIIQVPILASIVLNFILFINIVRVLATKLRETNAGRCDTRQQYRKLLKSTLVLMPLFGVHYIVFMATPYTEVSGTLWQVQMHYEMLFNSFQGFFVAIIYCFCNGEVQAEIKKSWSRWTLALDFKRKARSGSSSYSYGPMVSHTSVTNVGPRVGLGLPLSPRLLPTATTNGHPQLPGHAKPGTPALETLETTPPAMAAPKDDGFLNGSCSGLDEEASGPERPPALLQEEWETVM
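HEK-293-derived GP2 cells expressing PTHR1 and a GloSensor cAMP reporter, 3,000/well, plated overnight, given luciferin plus IBMX (each 0.5 mM as added) for 1 h at 37 °C, then compound for 1 h at 37 °C. Luminescence was read after 15 min at room temperature.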
* hit, by the source's call; i = inactive; ? = inconclusive; nt = no result given; [ ] = dose if it differs, or a comment. Calls come from the whole dose curve; as a rule, active = well fitted curve in the direction sought with a large enough effect; inconclusive = small, poorly fitted or top-dose-only effect, or another doubt; inactive = no such curve, though single readings can be large; an effect the other way counts as inactive or inconclusive. Potency is the fitted concentration of half-maximal effect. An excerpt (hit frequency here may not be typical).

SMILES | EPAC1 antagonist | aSyn yeast inh | EPAC2 antag | EPAC2 agonist | FUS suppressor | EPAC1 agonist | TDP43 rescue | PTHR1 ag
C=CCC1C=CCC(CC=C)N1C(=O)c1ccccc1[N+](=O)[O-] (stereo not drawn) | 9% | -1% | -2% | -2% | nt | 0% | 8% | i
CCCc1nc(Nc2nc3ccccc3o2)nc(C)c1C(=O)OCC | -10% | 1% | -13% | 2% | ? | 14% | -12% | -30%[inhibitor][57.5 µM]
CC(NC(=O)Nc1ccc(F)cc1F)c1ccncc1 (stereo not drawn) | 6% | nt | 4% | -9% | 13% | -2% | 5% | -34%[inhibitor]
CCc1ccc(CN(C)C(=O)c2cccc(S(=O)(=O)Nc3ccccc3OC)c2)cc1 | -5% | 16% | -3% | 9% | 43% | -3% | -9% | -44%
CCn1c(CCNC(=O)c2ccc(OC)cc2)nnc1SCC(=O)Nc1ccccc1F | -3% | -6% | 8% | 8% | 25% | 12% | -16% | 14%
Cc1cccc(N(C(=O)c2csnn2)C(C(=O)NC(C)(C)C)c2ccncc2)c1 (stereo not drawn) | -1% | -4% | -2% | 15% | -2% | 9% | -13% | -8%
COc1ccc(NC(=O)c2cccs2)cc1NC(=O)c1ccco1 | -3% | -2% | -2% | 2% | 22% | 2% | 16% | i
COCCN=c1scc(-c2cc(OC)ccc2OC)n1/N=C/c1c[nH]c2ccccc12 | -4% | ? | -7% | 0% | 42% | 20% | 22µM* | i
Cc1cc(C)c(NC(=O)Cn2nnc(C(=O)NCc3ccc4c(c3)OCO4)c2N)c(C)c1 | -1% | -7% | -5% | -11% | -16% | 16% | 1% | i
O=C(CCN1CCN(S(=O)(=O)c2ccc(Br)cc2)CC1)Nc1ccccc1F | 0% | -4% | 3% | 8% | 7% | 4% | 9% | -28%
CCCn1cc(S(=O)(=O)c2ccc(Cl)cc2)c(=O)c2cc(OC)ccc21 | 3% | 12% | -3% | 7% | -25% | 6% | ? | -1%
Cc1ccccc1CN1C(=O)Nc2ccccc2C(=O)N1C(C)(C)C | -3% | 13% | -10% | 2% | -2% | 1% | 4% | -8%[57.5 µM]
Cc1cc(N2CCOCC2)nc2ccc(NC(=S)NC(C)C)cc12 | -29% | -11% | 4% | 10% | -29% | -1% | 28% | -20%
COC(=O)c1ccc(N=NNc2cccc(Br)c2)cc1 | -9% | -6% | 11% | -2% | 6% | -1% | 23% | -2%
CCOC(=O)[C@]12CCC=C1N(CCC1=CCCCC1)C(=O)[C@H](CC(=O)NCc1cccs1)C2 | -19% | ? | -12% | 11% | 15% | 0% | 19% | -22%
Cc1[nH]n(-c2ccccc2)c(=O)c1N=Nc1ccccc1C(=O)N1CCOCC1 | -3% | 2% | -1% | 0% | 8% | -3% | 29% | i
Cc1ccccc1-c1cc(C(=O)O)n(CC2CC(c3cccnc3)=NO2)n1 (stereo not drawn) | 4% | 2% | 13% | 3% | -22% | -6% | 4% | 10%
Cc1ccc(CCNC(=O)c2ccc(CS(=O)(=O)Cc3ccccc3F)o2)cc1 | 9% | 2% | 5% | 0% | ? | 1% | ? | -35%[inhibitor]
COc1cccc(NC(=O)C2CCCN2C(=O)Nc2ccccc2)c1 (stereo not drawn) | -1% | 5% | 6% | 6% | 13% | -6% | 2% | -25%
Nc1ccc(CCc2ccc(N)cc2)cc1 | -1% | 0% | -3% | 2% | 26% | 4% | 2% | i
O=c1[nH][nH]cc1C=Nc1ccc(Cl)cc1Cl | 14% | 0% | 0% | 1% | -11% | 9% | 6% | -22%
CC(C)=NOc1nc(N(C)C)nc(N(C)C)n1 | 2% | 1% | -1% | 9% | nt | -1% | 19% | i
Cc1cccc(OP(=O)(Nc2c(C)n(C)n(-c3ccccc3)c2=O)Oc2cccc(C)c2)c1 | 6% | 1% | -5% | 7% | ? | 8% | 13% | -13%
CC(=O)c1cnc2ncnn2c1C | 3% | -7% | 16% | -7% | -7% | -3% | -9% | i
CCOC(=O)c1ccc(NC(=S)N2CCN(S(C)(=O)=O)CC2)cc1 | -9% | -4% | -3%[57.1 µM] | 10% | 26% | -1% | 3% | i

As a working copy, some entries already given.
SMILES | EPAC1 antagonist | aSyn yeast inh | EPAC2 antag | EPAC2 agonist | FUS suppressor | EPAC1 agonist | TDP43 rescue | PTHR1 ag
C=CCC1C=CCC(CC=C)N1C(=O)c1ccccc1[N+](=O)[O-] (stereo not drawn) | 9% | -1% | -2% | -2% | nt | 0% | 8% | i
CCCc1nc(Nc2nc3ccccc3o2)nc(C)c1C(=O)OCC | -10% | 1% | -13% | 2% | ? | 14% | -12% | -30%[inhibitor][57.5 µM]

Following part:
SMILES | EPAC1 antagonist | aSyn yeast inh | EPAC2 antag | EPAC2 agonist | FUS suppressor | EPAC1 agonist | TDP43 rescue | PTHR1 ag
O=C(NCCN1C(=O)S/C(=C\c2ccccc2F)C1=O)C1CC(=O)N(Cc2ccccc2)C1 (stereo not drawn) | -13% | -1% | -3% | 2% | nt | 12% | 16% | -24%
COc1ccc(NC2CCCCC2NS(=O)(=O)c2ccc(C)cc2)cc1 (stereo not drawn) | -11% | 1% | -24% | 2% | 28% | 0% | 17% | i
COc1cc(C(=O)Nc2c(C(=O)O)[nH]c3ccc(C)cc23)cc(OC)c1OC | -9% | -1% | 1% | 7% | 7% | -11% | -2% | 5%
Cc1cc(C(=O)OCC(=O)N2CC(=O)Nc3ccccc32)c(C)n1-c1ccc(F)cc1 | -2% | 1% | -2% | 8% | nt | -5% | -22% | -31%[inhibitor]
COc1ccc(N2CCN(c3oc(Cc4ccccc4)nc3C#N)CC2)cc1 | 0% | -1% | -2% | 15% | 23% | 7% | 24% | -30%
Cn1/c(=N/N=C/c2ccccn2)sc2ccccc21 | 0% | -3% | -8% | 15% | 44% | 2% | 4% | -52%[inhibitor]
CCCn1nc(NC(=O)CC(C)C)c2cc3ccccc3nc21 | 1% | -4% | 0% | -1% | 41% | 10% | -12% | -18%[57.5 µM]
C/C(=N\NC(=O)CSc1nc(C)cc(C)n1)c1ccc([N+](=O)[O-])cc1 | -11% | -6% | -19% | 0% | 0% | -2% | -9% | i
Cc1ccc(Oc2nnc(-c3ccccc3)cc2C#N)cc1 | 0% | 0% | 1% | -3% | ? | -3% | 5% | i
COc1ccccc1OCc1cc(-c2ccccc2)no1 | -5% | 9% | -12% | 7% | 3% | 3% | ? | -30%[inhibitor]
O=C1NN(c2ccccc2)C(=O)/C1=C/c1ccc(Sc2cccc3ccccc23)o1 | 56µM* | -13% | 5% | -13% | 41% | -5% | -6% | i
CC(C(=O)NCc1ccco1)n1ccc2cc(S(=O)(=O)N3CCCCC3)ccc21 (stereo not drawn) | -2% | 6% | 5% | 11% | 15% | 2% | 19% | i
c1ccc(-n2ncc3c(N4CCC5(CC4)OCCO5)ncnc32)cc1 | -10% | -5% | -4% | 2% | 11% | -10% | 3% | -11%
COc1cccc(N(C(=O)c2snc(C(N)=O)c2N)C(C(=O)NCC2CCCO2)c2ccc3ncccc3c2)c1 (stereo not drawn) | -21% | -1% | 1% | 6% | 23% | 3% | -20% | -5%
CCC(C)NCCOCCOc1ccc(C)cc1Br (stereo not drawn) | -4% | 0% | -4% | -1% | -6% | 7% | -19% | i
CCN1CCN(CC(=O)Nc2ccc(C)c(Br)c2)CC1 | 12% | -1% | -1% | -1% | -35% | 1% | 21% | i
O=C(c1ccc2oc(CCCc3ccccc3)nc2c1)N1CCCCC1CO (stereo not drawn) | 8% | 1% | -1% | -2% | nt | 19% | 2% | -24%
Cc1cccc(CN2CCN(C3CN(C4CCCCC4)S(=O)(=O)C3)CC2)c1 (stereo not drawn) | -23% | 13% | -23% | 1% | -12% | -1% | 5% | -16%
COc1ccc(OC)c(-c2csc(NC(=O)Cc3ccc(F)cc3)n2)c1 | -14% | 5% | -11% | 14% | 30% | 6% | 14µM* | -20%
C=CCOc1ccc(/C=N/NC(=O)C(C)Sc2ccccn2)cc1OCC (stereo not drawn) | -4% | -7% | -1% | 9% | -25% | 6% | 16% | i
O=C1c2cccc3c2N(CCC3)C(=O)C1(F)c1ccccc1 (stereo not drawn) | -6% | 8% | -4% | 12% | 36% | 0% | 9% | i
CCOc1ccccc1NC(=O)Cc1coc2ccc(C)cc12 | -28% | 13µM* | -19% | 12% | 23% | 9% | nt | -22%
N#C/C(=C\c1c(Cl)cccc1Cl)c1nn(-c2ccccc2)c(-n2cccc2)c1C#N | 10% | -2% | 3% | 8% | 13% | 3% | -11% | -26%
Cc1ccc(-n2nc3c(=O)n(C(C)C(=O)NCCCc4ccccc4)nc(C)c3c2C)cc1 (stereo not drawn) | -26% | 21% | -8% | 5% | 30% | 6% | -3% | -37%[inhibitor]
Cc1ccc(NC(=O)CNC(=O)c2ccco2)cc1 | -9% | 2% | 20% | -1% | 13% | 0% | 6% | -13%

Compounds shown so far that contain a nitro group on carbon:
SMILES | EPAC1 antagonist | aSyn yeast inh | EPAC2 antag | EPAC2 agonist | FUS suppressor | EPAC1 agonist | TDP43 rescue | PTHR1 ag
C=CCC1C=CCC(CC=C)N1C(=O)c1ccccc1[N+](=O)[O-] (stereo not drawn) | 9% | -1% | -2% | -2% | nt | 0% | 8% | i
C/C(=N\NC(=O)CSc1nc(C)cc(C)n1)c1ccc([N+](=O)[O-])cc1 | -11% | -6% | -19% | 0% | 0% | -2% | -9% | i

More compounds.
SMILES | EPAC1 antagonist | aSyn yeast inh | EPAC2 antag | EPAC2 agonist | FUS suppressor | EPAC1 agonist | TDP43 rescue | PTHR1 ag
CSc1ncccc1C(=O)OCC(=O)NC(C)CCc1ccccc1 (stereo not drawn) | -9% | 1% | -17% | 0% | 13% | 4% | ? | -25%
O=C(NC1CCN(C(=O)NCc2ccccc2)CC1)c1ccc(F)cc1 | 0% | -1% | 8% | -1% | -1% | -3% | -7% | 0%
CC(=O)Oc1ccccc1N(C(C)=O)S(=O)(=O)c1ccc(C)cc1 | 3% | 10% | -5% | 8% | -9% | 8% | 11% | i
COc1cccc(C2C(C(=O)c3ccco3)=C(O)C(=O)N2CCCN2CCOCC2)c1OC (stereo not drawn) | -4% | -10% | 0% | 13% | 27% | 4% | -12% | -26%
Cc1cc(NC(=O)C2CCN(C(=O)c3ccco3)CC2)ccc1Br | -1% | -18% | -10% | 9% | 14% | 1% | -3% | -61%[inhibitor]
COCC(C)n1c(SCC(=O)Nc2c(C)n(C)n(-c3ccccc3)c2=O)nc2ccccc2c1=O (stereo not drawn) | -8% | -8% | -13% | 4% | 7% | 3% | -10% | -31%[inhibitor]
CN(Cc1ccccc1)C(=O)CCSc1nc(-c2ccc3c(c2)OCO3)cc(C(F)(F)F)n1 | -2% | 19% | 0% | 3% | nt | -11% | -9% | -1%
N/C(=N\NC(=O)c1ccc(F)cc1)c1cc2ccccc2oc1=O | -23% | -3% | -15% | 3% | -21% | 14% | 8% | i
